Compound activity (PubChem)
XBP1 UPR activ: activators of adaptive arm of unfolded protein response (XBP1); CHO-XBP1 luciferase reporter, IRE1-XBP1 UPR activation, luminescence; percent of tunicamycin response, DMSO as zero; activation, % at 20 µM; 330,000 compounds, 0.33% hits;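 active means versus positive control, 20 µM dose yields 30% or more activation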;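 further: 100% = tunicamycin at 10 µg/mL and 0% = DMSO only wells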
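Material: CHO-XBP1 cells stably carrying IRE1-XBP1-driven luciferase reporter / Amount: 1000 cells per well / Compound: 20 µM, 1% DMSO / Times: 6 h treatment, 37 °C / Detection: luciferase luminescence / Measure: % activation of reporter signal versus tunicamycin and DMSO controls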
697 NFkB inh: inhibitors of the PMA/ionomycin-induced NF-kB reporter in 697 B cells; 697 B-cell NF-kB luciferase reporter, 16 h; inhibition, % at 4 µM; 330,000 compounds, 0.33% hits; in the data active means inhibition above about 35%
APJ antag: APJ receptor antagonism; 330,000 compounds, 0.32% hits; AID 2521; P35414; CHO-K1 APJ beta-arrestin complementation, luminescence; inhibition, % at 20 µM;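 active means inhibition above about 40% at 20 µM, limit read from the data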;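 further: cells challenged with 10 nM apelin-13 agonist together with compound; plate controls were apelin-13 plus DMSO wells for no effect and DMSO wells lacking apelin-13 for full effect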
APJ ag: APJ receptor agonism. 330,000 compounds, 0.11% hits. CHO-K1 APJ PathHunter beta-arrestin, luminescence; 0% DMSO wells, 100% apelin. activation, % at 20 µM. P35414. AID 2520;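 active means activation more than six SD over the plate average, tested at 20 µM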;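 further: 0% = DMSO alone and 100% = apelin-13 at 10 nM; some results filed as inactive read as strong as hits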
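system = engineered CHO-K1 APJ arrestin reporter cells | input = 1000 cells per well | timing = overnight seeding, 90 min compound at 25 °C, 1 h detection | measured by = enzyme-fragment complementation luminescence | read-out = beta-arrestin recruitment to APJ as agonist activity, luminescent signal | control set = negative DMSO alone, positive Apelin-13 at 10 nM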
tim23-1 inh: inhibits growth of tim23-1 mutant yeast | AID 463212 | S. cerevisiae tim23-1 growth, BacTiter-Glo luminescence, 24 h | 330,000 compounds, 1.3% hits | inhibition, % at 20 µM;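 active means growth inhibition of the mutant yeast at or above 50%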;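 further: temperature-sensitive mutant grown at 25 °C; plate controls were DMSO-treated mutant yeast for no effect and medium wells lacking yeast for full effect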
CHOP UPR activ: activators of apoptotic arm of unfolded protein response (CHOP); AID 449763; 330,000 compounds, 0.34% hits; activation, % at 10 µM; CHO-CHOP luciferase reporter, UPR activation, luminescence; percent of tunicamycin response over DMSO baseline;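 active means at 10 µM dose, activation of 40% or more, normalized to positive control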;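 further: 100% = tunicamycin at 10 µg/mL and 0% = DMSO alone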
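Dosing – one dose, 10 µM in 0.5% DMSO · System – CHO-CHOP cells, stable luciferase reporter of PERK-eIF2a-CHOP signalling · Input – 500 cells/well · Control set – tunicamycin 10 µg/mL final as positive, DMSO-only wells as negative · Timing – 6 h compound treatment, 37 °C · Measure – % activation vs tunicamycin · Technique – luminescence read with Steady-Glo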
Mdm2-MdmX inh: human Mdm2/MdmX binding inhibition | O15151+Q00987 | SaOS-2 split-luciferase Mdm2/MdmX complementation, luminescence | inhibition, % at 8 µM | 330,000 compounds, 3% hits | AID 485346;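 active means inhibition of at least 50% at 8 µM in the primary screen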
Target sequence (O15151 whole entry, looked up): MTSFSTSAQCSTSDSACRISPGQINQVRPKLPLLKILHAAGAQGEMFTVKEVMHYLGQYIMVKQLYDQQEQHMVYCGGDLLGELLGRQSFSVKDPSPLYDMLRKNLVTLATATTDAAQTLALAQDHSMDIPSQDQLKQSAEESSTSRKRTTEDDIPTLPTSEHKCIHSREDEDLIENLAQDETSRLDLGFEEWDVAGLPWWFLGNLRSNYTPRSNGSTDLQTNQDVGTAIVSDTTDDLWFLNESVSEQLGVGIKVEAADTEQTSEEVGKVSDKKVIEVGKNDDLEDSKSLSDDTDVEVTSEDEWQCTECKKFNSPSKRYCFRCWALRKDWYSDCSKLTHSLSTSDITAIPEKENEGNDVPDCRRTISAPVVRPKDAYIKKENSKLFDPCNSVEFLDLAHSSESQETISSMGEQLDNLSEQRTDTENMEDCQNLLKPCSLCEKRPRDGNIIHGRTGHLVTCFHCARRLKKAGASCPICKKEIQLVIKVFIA
Target sequence (Q00987 whole entry, looked up): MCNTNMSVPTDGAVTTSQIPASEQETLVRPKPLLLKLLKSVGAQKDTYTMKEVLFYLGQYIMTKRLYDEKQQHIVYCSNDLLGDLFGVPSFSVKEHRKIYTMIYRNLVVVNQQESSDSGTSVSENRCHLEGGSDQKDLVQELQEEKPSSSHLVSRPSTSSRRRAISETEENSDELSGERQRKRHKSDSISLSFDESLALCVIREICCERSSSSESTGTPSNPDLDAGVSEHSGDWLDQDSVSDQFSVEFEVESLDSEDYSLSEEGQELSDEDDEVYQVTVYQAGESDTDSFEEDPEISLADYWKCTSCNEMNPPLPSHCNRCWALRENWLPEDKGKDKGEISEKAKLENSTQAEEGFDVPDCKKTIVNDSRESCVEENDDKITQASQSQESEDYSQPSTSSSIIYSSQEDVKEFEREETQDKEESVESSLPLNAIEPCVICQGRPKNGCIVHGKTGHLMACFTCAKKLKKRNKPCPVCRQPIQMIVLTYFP
Jurkat NFkB inh: lowers PMA/ionomycin-induced NF-kB signal in Jurkat cells; PMA/ionomycin-induced NF-kB luciferase reporter, luminescence; inhibition, % at 4 µM; 330,000 compounds, 0.53% hits; in the data active means inhibition above about 50%
Active calls of the source: *.

SMILES | XBP1 UPR activ | 697 NFkB inh | APJ antag | APJ ag | tim23-1 inh | CHOP UPR activ | Mdm2-MdmX inh | Jurkat NFkB inh
CCN(c1cccc(C)c1)S(=O)(=O)c1c(C)[nH]c(=O)[nH]c1=O | -1 | -2 | -24 | 4 | 5 | -1.1 | -32 | -4
CCCC(=O)NC(c1ccco1)c1c(O)ccc2ccccc12 (stereo not given) | -2 | 8 | 5 | 2 | 33 | -0.2 | 1 | 12
CNc1nc(Cl)c(SC)c(NC2CCCCC2)n1 | -1 | -8 | 0 | -3 | 9 | -0.3 | -13 | 8
CCc1cc(=O)n2[nH]c(C)c(-c3ccc(OC)cc3)c2n1 | -3 | -10 | -8 | -2 | 12 | 1.2 | -2 | -15
Cc1cccc(C(=O)NC(=S)Nc2ccccc2C(F)(F)F)c1 | -4 | 0 | -4 | -5 | 51* | 0.5 | 6 | -8
COc1ccc(Nc2oc(COc3cccc(C)c3)nc2C#N)cc1 | -3 | -67 | -9 | 3 | -15 | 4.2 | 63* | -15
Nc1nc(CN2CCN(C(c3ccccc3)c3ccccc3)CC2)nc(Nc2ccccc2)n1 | 1 | -15 | 8 | -3 | 12 | 0.7 | 20 | -4
Cc1cnc(C)c(N2CCC(C(=O)NCc3ccco3)CC2)n1 | -3 | -17 | 2 | 2 | 4 | -0.1 | 17 | -13
Cc1cc(NS(=O)(=O)c2ccc(NC(=O)CCCOc3ccccc3C)cc2)nc(C)n1 | -2 | 11 | 11 | 3 | -9 | 2.2 | -14 | 6
Cc1ccc(CNc2cc(C(=O)O)ccc2Cl)s1 | -3 | 8 | -8 | -2 | 17 | -1.9 | -2 | -4
COc1ccc(NC(=O)CSc2nc(C)cs2)c([N+](=O)[O-])c1 | 2 | 4 | -8 | -2 | 10 | 1.8 | -1 | -1
Cc1ccc(S(=O)(=O)NCC(=O)N(CC(=O)NCC2CCCO2)C2CCCC2)cc1 (stereo not given) | -6 | -7 | -6 | 0 | -11 | -1.3 | 24 | 0
S=c1[nH]ccn1-c1c(Cl)cccc1Cl | 0 | -13 | 6 | 0 | 12 | -2.2 | -18 | -17
COc1cccc(-c2ccc(=O)n(CC(=O)NCCN3CCOCC3)n2)c1 | -1 | 14 | 20 | 3 | 35 | -0.9 | 10 | -6
Cc1cc(C)nc(SCC(=O)c2ccc(Cl)cc2)n1 | -6 | 3 | 13 | -2 | 16 | 2.2 | 10 | 0
N#CCOC(=O)[C@H](Cc1ccccc1)N1C(=O)c2ccccc2C1=O | 2 | 8 | 1 | -2 | 19 | 0.2 | 10 | 4
Cc1cccc(C)c1NC(=O)N1CCCCCCC1 | 1 | 12 | 12 | -3 | 14 | 4.8 | -5 | 0
O=C(Nc1cccc(-c2nc3ccccc3c(=O)o2)c1)c1ccccc1 | -3 | 24 | 0 | -4 | 2 | -2.4 | -1 | -13
Cc1c(NC(=O)C(C)OC(=O)/C=C/c2ccc3c(c2)OCO3)c(=O)n(-c2ccccc2)n1C (stereo not given) | 4 | -8 | 17 | -3 | 2 | 3.0 | 14 | -3
COc1cccc(C(=O)O/N=C(\N)Cc2ccc(Cl)cc2)c1 | 1 | -43 | -1 | 6 | 58* | 3.9 | 29 | -31
Cn1cnnc1SCC(=O)NCc1cccc(C(F)(F)F)c1 | -2 | 11 | 5 | -2 | 7 | 1.4 | 8 | -6
CCOC(=O)n1c(=O)n(Cc2ccccc2C)c2ccccc21 | 3 | -17 | -1 | -2 | 41 | -2.1 | 4 | -29
COc1ccccc1C1=CN(Cc2ccccc2)CCC1=O | -1 | 9 | 10 | 1 | 14 | 1.7 | -7 | 7
CC(=O)N[C@H]1[C@H](Oc2ccc3c(c2)CCC2C3CC[C@]3(C)C(=O)CCC23)O[C@H](CO)[C@@H](O)[C@@H]1O (stereo not given in full) | 1 | -7 | 2 | -2 | 8 | -1.3 | 1 | 7
Cc1ccc2nc(N3CCOCC3)c(C=O)cc2c1 | 3 | 2 | -2 | 2 | 22 | 4.1 | 19 | -3
O=C(NC(Cc1ccccc1)C(=O)NCCc1ccccn1)c1ccccc1 (stereo not given) | 0 | -11 | -14 | 2 | 7 | -0.4 | 2 | -14
CC1CCCN(C(=S)NCc2ccccc2)C1 (stereo not given) | 4 | -2 | -5 | -1 | 12 | 0.6 | 24 | -1
O=C(COC(=O)CNC(=O)c1ccccc1F)Nc1cccc(S(=O)(=O)N2CCCCCC2)c1 | 0 | 7 | -14 | -3 | -4 | 0.4 | -15 | 3
Cc1nn(-c2ccc(C(=O)O)cc2)c(N)c1-c1ccccc1 | 0 | -193 | 7 | -3 | 5 | 0.4 | -13 | -52
CC(Nc1[nH]c(=O)n(C)c(=O)c1N=O)c1ccccc1 (stereo not given) | -2 | 10 | -10 | -2 | 13 | 0.4 | -9 | 15
CCCCC(=O)Nc1cccc(C(=O)Nc2ccccc2C(=O)O)c1 | -3 | 20 | 5 | -1 | 12 | 0.5 | -11 | 3
COC(=O)C1C(O)=C(C=Nc2cccc3ccccc23)C(=O)CC1(C)C (stereo not given) | 121* | -15 | -17 | 0 | 28 | 9.3 | 18 | -3
COc1ccc(Cc2nnc(NC(=O)c3cccc([N+](=O)[O-])c3C)s2)cc1 | 3 | 12 | 13 | -5 | 15 | 0.0 | -6 | 4
CCOc1ncccc1C(=O)Nc1ccc(S(=O)(=O)NC2=NCCCCC2)cc1 | 2 | 18 | 4 | -4 | 8 | 0.4 | 2 | 0
Cc1cc(C(=O)CCC(=O)N2CCN(c3ccccc3)CC2)c(C)s1 | -3 | 0 | -4 | -4 | -1 | 0.7 | 19 | 1
CC/C(=N\NC(=S)Nc1cc(C)ccc1C)c1ccc(OC(F)F)cc1 | -3 | -7 | 11 | -3 | 49 | 0.3 | 15 | -24
Cc1cc(Br)ccc1NC(=O)CN1CCN(c2ccccn2)CC1 | -4 | -19 | 6 | -2 | 13 | -1.9 | 9 | -2
O=C(/C=C/Nc1nccs1)C(F)(F)Cl | 0 | -16 | -2 | -3 | 10 | 1.7 | 25 | -1
COc1ccc(CNC(=O)C23CN(Cc4ccccc4)CC2C(c2ccc([N+](=O)[O-])cc2)=NO3)cc1 (stereo not given) | -2 | -2 | 4 | 8 | 17 | -1.4 | -28 | 5
O=C(CN1C(=O)c2ccccc2C1=O)NCCc1c[nH]c2ccc(Cl)cc12 | -1 | 5 | 0 | 0 | 3 | 0.6 | -16 | 20
Cc1cccn2c(CN(C)C3CCCc4ccccc43)c(C(=O)N3CCOCC3)nc12 (stereo not given) | 0 | 8 | 15 | -4 | 14 | -0.6 | 18 | -12
O=C(CSC1=NCCN1)Nc1cccc([N+](=O)[O-])c1 | 0 | 27 | 29 | -2 | 1 | -2.2 | -8 | -11
CCOC(=O)C1(Cc2cccc(Cl)c2)CCCN(C(=O)c2cccc(C)n2)C1 (stereo not given) | -3 | -9 | 14 | 1 | 3 | 3.8 | -19 | 12
Cc1c(NS(=O)(=O)c2ccc(NCCN3CCOCC3)c([N+](=O)[O-])c2)c(=O)n(-c2ccccc2)n1C | -2 | -6 | -5 | -3 | 21 | -1.4 | 11 | -12
Cn1c(=O)c2c(nc(NCCc3ccccc3)n2Cc2ccc(F)cc2)n(C)c1=O | -2 | 3 | -61 | -1 | 10 | 0.5 | 33 | -2
COc1ccc(C2=C(Nc3ccccc3)c3ccccc3C2=O)cc1 | 0 | -24 | 10 | -1 | 17 | 4.6 | -8 | -3
COc1ccc(C(=S)N2CCOCC2)cc1OC(=O)c1cc(OC)c(OC)c(OC)c1 | 5 | -9 | 12 | 0 | 21 | -1.8 | -1 | -18
CCNS(=O)(=O)c1c(C)cc(N2CCCC2=O)cc1C | 0 | -3 | 3 | -1 | 2 | 2.9 | -25 | 2
Clc1ccc(CNCCCSc2ncccn2)cc1 | -2 | 1 | 19 | -6 | -17 | -0.1 | -9 | -2
O=C(/C=C/c1ccc(Cl)cc1)c1ccc([N+](=O)[O-])o1 | -6 | -11 | -25 | 21 | 60* | 69* | 98* | 12
COc1ccc(NC(=O)C2CC(=O)N(c3ccccc3C)C2)c(OC)c1 (stereo not given) | -2 | 15 | 8 | 0 | 2 | -0.3 | 11 | -16
CC(C)C(NC(=O)CNC(=O)OC(C)(C)C)C(=O)NCc1ccc(Cl)cc1 (stereo not given) | 0 | 6 | 9 | -2 | 3 | 1.6 | 2 | 12
Cc1ccc(C(=O)O)cc1NC(=O)C1=CSCCO1 | -4 | -12 | 5 | 0 | 0 | 0.5 | 20 | -3
O=C(O)c1ccc(CSc2nnc(-c3ccncc3)n2-c2ccc(Br)cc2)cc1 | -3 | 12 | -2 | -4 | 7 | 0.5 | 18 | -3
O=S(=O)(c1ccc(F)cc1)c1nc(-c2ccccc2)oc1N1CCOCC1 | -1 | -11 | 7 | -6 | 27 | 0.9 | -1 | -7
Cc1ccccc1C(=O)NC=C1C(=O)OC(C)(C)OC1=O | 0 | 19 | -8 | 0 | 36 | -0.8 | -1 | -5
CCOC(=O)[C@H]1[C@H]2COc3cc(OC)ccc3[C@@H]2N2C(=O)CN(C)C(=O)[C@@]12C | -4 | 9 | 1 | -3 | 17 | 0.7 | 0 | 13
O=C(c1cc([N+](=O)[O-])ccc1Cl)N1CCN(c2ccc(F)cc2)CC1 | 2 | 1 | 12 | -4 | -17 | -1.2 | 25 | 12
Cc1c(Cl)cccc1NC(=S)NCC(O)c1ccccc1 (stereo not given) | -3 | -5 | -26 | -3 | 8 | 1.3 | -14 | -4
Cc1cccc(NC(=O)c2ccc(S(=O)(=O)N3CCOCC3)cc2)n1 | -1 | 10 | 6 | -1 | 13 | 2.4 | 18 | 6

Among those listed so far, these contain a CF3 group.
SMILES | XBP1 UPR activ | 697 NFkB inh | APJ antag | APJ ag | tim23-1 inh | CHOP UPR activ | Mdm2-MdmX inh | Jurkat NFkB inh
Cc1cccc(C(=O)NC(=S)Nc2ccccc2C(F)(F)F)c1 | -4 | 0 | -4 | -5 | 51* | 0.5 | 6 | -8
Cn1cnnc1SCC(=O)NCc1cccc(C(F)(F)F)c1 | -2 | 11 | 5 | -2 | 7 | 1.4 | 8 | -6

Structures listed so far containing a furan ring, fused or not, in the order listed:
SMILES | XBP1 UPR activ | 697 NFkB inh | APJ antag | APJ ag | tim23-1 inh | CHOP UPR activ | Mdm2-MdmX inh | Jurkat NFkB inh
CCCC(=O)NC(c1ccco1)c1c(O)ccc2ccccc12 (stereo not given) | -2 | 8 | 5 | 2 | 33 | -0.2 | 1 | 12
Cc1cnc(C)c(N2CCC(C(=O)NCc3ccco3)CC2)n1 | -3 | -17 | 2 | 2 | 4 | -0.1 | 17 | -13
O=C(/C=C/c1ccc(Cl)cc1)c1ccc([N+](=O)[O-])o1 | -6 | -11 | -25 | 21 | 60* | 69* | 98* | 12

The list continues.
SMILES | XBP1 UPR activ | 697 NFkB inh | APJ antag | APJ ag | tim23-1 inh | CHOP UPR activ | Mdm2-MdmX inh | Jurkat NFkB inh
CCOC(=O)C1(CCOc2ccccc2)CCN(Cc2ccc(O)c(OC)c2)CC1 | 6 | -20 | 0 | -1 | 22 | 3.8 | 20 | -17
O=C(CN1C(=O)c2ccccc2S1(=O)=O)c1ccc(O)c(O)c1 | 3 | 17 | 10 | 4 | -7 | -1.4 | 56* | 21
Cc1cc(C)cc(NC(=O)c2ccc(S(=O)(=O)N(C)CC3CCCO3)cc2)c1 (stereo not given) | -3 | 19 | 5 | -6 | 27 | 1.4 | 20 | 15
COC(=O)C(CC(=O)O)NCc1ccco1 (stereo not given) | 1 | 9 | -18 | -1 | 22 | -1.3 | -7 | 1
